H9c2 TAG inh = triacylglycerol accumulation inhibition. AID 651582. actives 0.66% (n = 230,000). H9c2 cells, Nile Red lipid (TAG) fluorescence; cells loaded with 200 µM oleic acid. inhibition, % at 12.5 µM;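 active = pattern-corrected inhibition of lipid staining of at least 50% with the nuclear-stain viability signal not falling by more than 50%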;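 also: 0% = DMSO wells and 100% = triacsin C control wells; some results filed as inactive read as strong as hits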
H9c2 TAG inh DAPI viability = second read-out of H9c2 TAG inh, no call of its own (marks repeat the call); DAPI nuclei signal change (viability), lower = more cytotoxic, %;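 whole-well DAPI fluorescence read on a plate reader as a viability signal; minus 50 percent equals half of cells still viable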
* hit, by the source's call. An excerpt (hit frequency here may not be typical).

entry	SMILES	H9c2 TAG inh	H9c2 TAG inh DAPI viability
1	CCOC(=O)C1=C(COC(=O)CCOc2ccc(OC)cc2)NC(=O)NC1C (stereo not given)	2	1
2	CN(C(=O)c1ccc(NC(=O)Cc2cccc(NC(=O)C3CCN(C(=O)c4ccccc4)CC3)c2)cc1)C1CC1	-1	10
3	O=C(c1ccc([N+](=O)[O-])o1)N1CCN(c2nc3c(Cl)cccc3s2)CC1	2	-7
4	O=C(CN(C(=O)c1ccc(Cl)cc1)N1C(=O)C2C3C=CC(C3)C2C1=O)c1cccs1 (stereo not given)	-8	-13
5	Cn1c2ccccc2c2cc([N+](=O)[O-])ccc21	7	-2
6	COC(=O)[C@@H](NC(=O)c1ccccc1OC1CCN(S(C)(=O)=O)CC1)C(C)C	0	1
7	CCc1cc2c(SCC(=O)N3CCN(C(=O)c4cccs4)CC3)ncnc2s1	-9	1
8	Cc1cc(NS(=O)(=O)c2ccc(NC(=O)/C=C/c3c(F)cccc3Cl)cc2)nc(C)n1	-18	5
9	C/C(=N\NC(=O)COc1ccc(C)cc1Br)c1cc([N+](=O)[O-])cs1	-27	33
10	COc1ccc(NC(=S)NC(NC(=O)/C=C/c2ccccc2)C(Cl)(Cl)Cl)cc1 (stereo not given)	14	-21
11	Cc1ccc(C2CC(c3cccc(Br)c3)n3nc(N)nc3N2)cc1 (stereo not given)	-4	0
12	COc1cc(/C=N/Nc2ccc(Cl)c(C(=O)O)c2)ccc1OCC(=O)N1C(C)CCCC1C (stereo not given)	-1	2
13	O=C(c1cccc(NC2=NC3CS(=O)(=O)CC3S2)c1)N1CCN(c2cccc(Cl)c2)CC1 (stereo not given)	2	-3
14	CCCCCC(=O)N1CCN(CCN=CC2=C(O)CC(c3ccc(OC)cc3)CC2=O)CC1 (stereo not given)	3	4
15	O=C(O)CCCNC(=O)/C(=C\C=C\c1ccccc1)NC(=O)c1ccccc1Cl	1	0

Copied from the list.
H9c2 TAG inh DAPI viability with no. 12 reads 2
H9c2 TAG inh with no. 6 reads 0
H9c2 TAG inh with no. 11 reads -4

Additional records follow:
entry	SMILES	H9c2 TAG inh	H9c2 TAG inh DAPI viability
16	O=C(CCS(=O)(=O)Cc1ccccc1F)NCc1ccccc1Cl	6	6
17	Cc1cccc(N(Cc2ccc(Cl)cc2)S(C)(=O)=O)c1	-7	-2
18	COc1cc(OC)c(OC)cc1C=Cc1ccc2ccccc2n1	13	15
19	CN(Cc1ccccc1)Cc1nc2c([nH]1)c(=O)n(C)c(=O)n2C	8	-12
20	CC(C)(C)c1cc(C(=O)N/N=C/c2ccncc2)n[nH]1	-15	-6
21	COc1ccc(CCNC(=O)c2cc3cc(F)ccc3nc2C)cc1OC	-5	-4
22	Cc1nc2c(-c3ccc(F)cc3)c(C)[nH]n2c(=O)c1Cl	0	0
23	FC(F)(F)c1ccc(-n2ccnc2)nc1	-8	4
24	COc1ccccc1C(=O)NC(=O)COC(=O)CCNS(=O)(=O)c1ccccc1	9	-3
25	COCCn1c(N)c(N(Cc2ccccc2)C(=O)C2=COCCO2)c(=O)[nH]c1=O	-4	13
26	CC1Cc2nc(SCC(=O)N3CCc4ccccc43)n(C)c(=O)c2S1 (stereo not given)	-3	-7
27	CCCOc1ccc(C(=O)CCC(=O)NNC(=O)c2ccncc2)cc1	2	6
28	O=C(Nc1ccc(Cl)c(S(=O)(=O)N2CCCCC2)c1)c1cnccn1	-16	10
29	O=C(CC(=O)N/N=C/c1ccc(C(=O)O)cc1)NCCc1ccccc1	15	-18
30	CCOC(=O)Cc1csc(NC(=O)CSc2nnc(-c3cccnc3)n2Cc2ccco2)n1	18	-4
31	O=C(NN=Cc1ccccc1)C(Oc1ccccc1)c1ccccc1 (stereo not given)	7	5
32	COc1ccccc1-c1oc2ccccc2c1-c1ccccc1OC	-7	4
33	Cc1cc(NC(=O)COc2c(C)cccc2C)no1	-13	6
34	Nc1cccnc1Oc1ccc(F)cc1	-4	-4
35	Cc1ccccc1-c1cnc(C(O)c2ccc(Cl)cc2C)[nH]1 (stereo not given)	-43	4
36	CNCCCOc1ccc2c(c1)CCC2	-9	2
37	Cc1cc(C)c(S(=O)(=O)N(C)CC(=O)N2CCCCC2)c(C)c1	-22	-9
38	CC(Oc1ccc(Cl)cc1)C(=O)Nc1cccc(S(=O)(=O)N2CCCC2)c1 (stereo not given)	10	-3
39	Cc1cccn2c(=O)c3cc(C(=O)NC4CCS(=O)(=O)C4)sc3nc12 (stereo not given)	0	8
40	Cn1c(=O)[nH]c2cc(Cl)cnc21	-4	-6
41	CCOc1cc(C(=O)Nc2ncn[nH]2)cc(OCC)c1OCC	-3	5
42	COc1ccc(-c2c(=O)n(OCc3ccccc3[N+](=O)[O-])c3ccccc3[n+]2[O-])c(OC)c1	-9	-5
43	COc1ccc2oc(C(=O)OC(C)C(=O)N3CCC(C)CC3)c(C)c2c1 (stereo not given)	-26	3
44	CCOc1ccc(C(=O)Nc2nnc(S(=O)(=O)Nc3ccccc3C)s2)cc1	11	-2
45	Oc1c(C(c2ccccc2)N2CCN(Cc3ccccc3)CC2)sc2ncnn12 (stereo not given)	-2	-6
46	O=C(O)CCCN1C(=O)/C(=C\c2ccco2)SC1=S	-3	-3
47	Cc1ccc(C(=O)c2ccc(CC(=O)O)n2C)cc1	8	-4
48	Cc1ccc(/C=N/Nc2ccc(Cl)nn2)cc1	-6	7
49	CC1(C)CC2(CC(c3ccccc3)c3ccc(O)cc3O2)NC(=S)N1 (stereo not given)	3	-8
50	CC(C)(C)c1ccc(CC(=O)N2CCC2(C)C(=O)NS(=O)(=O)c2ccc(F)cc2F)cc1 (stereo not given)	-15	13
51	CCCCCC(=O)N1C[C@H](O)[C@@H](n2cc(-c3ccc(F)cc3)nn2)C[C@@H]1c1ccccc1	0	4
52	OC[C@@H]1CN(Cc2ccccc2)C[C@H](n2cnc3c(NCc4ccco4)ncnc32)O1	6	2
53	COc1ccc(Br)cc1-c1nc(CCl)cs1	16	-8
54	CC(=O)c1ccc(NC(=S)Nc2cccc3cnccc23)cc1	-4	1
55	COc1ccc(N(C(=O)c2cccnc2)S(=O)(=O)c2ccccc2)cc1	5	-1
56	CC(C)N(C(=S)NCc1ccccc1)c1ccccc1	0	-7
57	COC(=O)Cc1ccc(NC(=S)NCc2ccco2)cc1	0	-10
58	N#CC1=C(SCC(=O)NC2CCCCC2)NC(=O)CC1c1ccco1 (stereo not given)	2	-6
59	COCC(=O)N1C[C@H]2CON(C)[C@H]2C[C@H]1c1cccc(-c2ccc(C#N)cc2)c1	2	-3
60	CC(=O)c1ccc(N2CCN(C(=O)C3CCN(S(=O)(=O)Cc4ccccc4)CC3)CC2)cc1	4	-6
61	CCCN(Cc1ccco1)S(=O)(=O)c1ccc(OC)c(OC)c1	-5	-1
62	S=c1[nH]nc(-c2ccc(Cl)cc2)n1CCCN1CCOCC1	5	-10
63	O=C(/C=C/c1ccccc1[N+](=O)[O-])NCCN1C(=O)S/C(=C\c2ccc(F)cc2)C1=O	-4	3
64	O=C1CC(c2ccco2)CC(O)=C1C=Nc1ccccc1-c1ccccc1 (stereo not given)	83	-57
65	COCCn1c(SCc2nnc(-c3ccccc3)o2)nc2sc3c(c2c1=O)CCC3	-9	-2
66	CCC(=O)c1ccc(N2CCN(C(=O)c3cc([N+](=O)[O-])ccc3F)CC2)c(F)c1	6	-14
67	S=c1[nH]nc(C(c2ccccc2)C2CCCCC2)o1 (stereo not given)	4	-2
68	CS(=O)(=O)c1ccc(C(=O)OCC(=O)NC2CCS(=O)(=O)C2)cc1[N+](=O)[O-] (stereo not given)	-5	-2
69	O=C(NCc1ccc(C(F)(F)F)cc1)C1CC(c2ccccc2C(F)(F)F)=NO1 (stereo not given)	-26	2
70	COc1ccc(CC(=O)Nc2nnc(SCC(=O)NCc3ccco3)s2)cc1OC	-10	4
71	Cc1cc(C)cc(C(=O)NCC(=O)OCc2nc(N)nc(Nc3ccccc3C)n2)c1	8	-10
72	O=C(Nc1ccc(NS(=O)(=O)c2ccccc2)cc1)c1cccnc1	-4	4
73	O=c1cc(CSc2nnc(Nc3ccccc3F)s2)nc2sccn12	2	-7
74	COc1ccc(NCc2cc3ccccc3[nH]c2=O)cc1	-10	-9
75	Nc1ncc(-n2cncn2)c(-c2ccc(Cl)cc2)n1	-5	-3

Shown with two lines to a compound: 2 of the compounds above
Each structure is followed by: H9c2 TAG inh | H9c2 TAG inh DAPI viability
74	COc1ccc(NCc2cc3ccccc3[nH]c2=O)cc1
 : -10 | -9
75	Nc1ncc(-n2cncn2)c(-c2ccc(Cl)cc2)n1
 : -5 | -3

Remaining list, next part
entry	SMILES	H9c2 TAG inh	H9c2 TAG inh DAPI viability
76	Cc1ccc(NC(=O)C2CC(=O)N(CCc3ccccc3)C2)c(C)c1 (stereo not given)	-3	0
77	Cc1ccc(-n2c(SCC(=O)OC(C)C)nnc2-c2ccccn2)cc1	-11	4
78	COc1ccc(NC(=O)/C(Cl)=C(/Cl)S(=O)Cc2ccc(C)cc2)cn1 (stereo not given)	107	-65
79	COC(=O)C1=C(C(=O)OC)[C@@H]2Nc3ccccc3[C@@]23C[C@@H](C(=O)OC)N(C(=O)COCc2ccccc2)C3=N1	8	-4
80	N#CCCN(C(=O)COc1ccc(C#N)cc1)c1ccc(F)cc1	9	-9
81	COc1ccc(CCNC(=O)COC(=O)c2cc(S(=O)(=O)N3CCOCC3)ccc2C)cc1OC	12	-14
82	CC(C)c1ccc(CC(=O)N2CCC2(C)C(=O)NCc2cccc3ccccc23)cc1 (stereo not given)	-9	-4
83	O=C(NC(Cc1ccccc1)C(=O)O)/C(=C\c1ccccc1F)NC(=O)c1ccccc1 (stereo not given)	22	-9
84	CC(OC(=O)c1cnccn1)C(=O)Nc1nc(-c2cccc([N+](=O)[O-])c2)cs1 (stereo not given)	1	5
85	COc1ccc(C(=O)Nc2cc(Cl)ccc2C(=O)O)cc1	36	-21
86	CN(CC(=O)Nc1cccc(F)c1)C(=O)c1ccc2c(c1)CC(c1ccccc1)OC2=O (stereo not given)	6	-8
87	Cc1cccc(C2c3[nH]c4ccccc4c3CCN2C(=O)c2ccc(=O)[nH]c2)n1 (stereo not given)	2	4
88	O=C(CCCc1nc(-c2ccc(Cl)cc2)no1)Nc1cccnc1	-18	15
89	CCS(=O)(=O)N1CCN(S(=O)(=O)c2ccccc2)CC1	-1	-8
90	COc1ccc(-c2ccc(C(=O)NCc3ccc(C(F)(F)F)cc3)c3occc23)c(C)c1	18	2

Brought forward from above: 2 compounds, then new ones.
entry	SMILES	H9c2 TAG inh	H9c2 TAG inh DAPI viability
89	CCS(=O)(=O)N1CCN(S(=O)(=O)c2ccccc2)CC1	-1	-8
90	COc1ccc(-c2ccc(C(=O)NCc3ccc(C(F)(F)F)cc3)c3occc23)c(C)c1	18	2
91	O=C(CCSc1ccccc1)NC1CCCC1	14	9
92	CC(C)CN(C(=O)CCC(=O)OCC(=O)N(C)c1ccccc1)c1c(N)n(CC(C)C)c(=O)[nH]c1=O	-8	7
93	CN(C(=O)CN1C(=O)NC2(CCCc3ccccc32)C1=O)C1CCCCC1 (stereo not given)	41	-16
94	CSc1ccccc1-c1nnc(-c2ccccc2)o1	24	-4
95	O=C(c1ccc(-n2cncn2)c([N+](=O)[O-])c1)N1CCN(S(=O)(=O)c2ccccc2Br)CC1	-7	4
96	O=C(Nc1ccc(N2CCOCC2)c(Cl)c1)c1ccc2c(c1)OCCO2	-6	12
97	COc1ccccc1CN1C(=O)C(C)ON=C1c1ccccc1F (stereo not given)	2	5
98	CCC(COC(=O)Nc1ccccc1)NC(=O)OC(C)C (stereo not given)	14	-5
99	O=C(NCc1ccccc1)c1cc(C2CCCCN2S(=O)(=O)c2cccs2)on1 (stereo not given)	6	2
100	O=C(Nc1cc(S(=O)(=O)N2CCCCC2)ccc1Cl)c1ccc(F)cc1	-23	3
101	CC(=O)N(c1ccccc1C)S(=O)(=O)c1ccc(Cl)cc1	-14	6
102	CCN(CC)CCCN1C(=O)C(=O)/C(=C(/O)c2ccc3c(c2)OCCO3)C1c1ccco1 (stereo not given)	-14	8
103	COc1ccc(S(=O)(=O)N2CCN(Cc3ccccc3)CC2)cc1OC	-2	-1
104	Cc1noc(C)c1COc1ccc(C(=O)Nc2nnc(CC(C)C)s2)cc1	11	1
105	CC1CCc2c(C(=O)Oc3cccc(-n4cnnn4)c3)csc2C1 (stereo not given)	-1	8

Some of the entries above in another layout.
98	CCC(COC(=O)Nc1ccccc1)NC(=O)OC(C)C (stereo not given)
  H9c2 TAG inh: 14 | H9c2 TAG inh DAPI viability: -5
99	O=C(NCc1ccccc1)c1cc(C2CCCCN2S(=O)(=O)c2cccs2)on1 (stereo not given)
  H9c2 TAG inh: 6 | H9c2 TAG inh DAPI viability: 2
100	O=C(Nc1cc(S(=O)(=O)N2CCCCC2)ccc1Cl)c1ccc(F)cc1
  H9c2 TAG inh: -23 | H9c2 TAG inh DAPI viability: 3

Additional structures follow:
entry	SMILES	H9c2 TAG inh	H9c2 TAG inh DAPI viability
106	C=CCn1c(N)c(C(=O)Nc2ccc(C)c(C)c2)c2nc3ccccc3nc21	54*	-8.1*
107	CCN(C(=O)COC(=O)CNC(=O)c1ccc2ccccc2c1)C1CCS(=O)(=O)C1 (stereo not given)	-3	-1
108	CCCCN(CC)S(=O)(=O)c1ccc(C(=O)N(CCCN(C)C)c2nc3cc(C)cc(C)c3s2)cc1	14	16
109	O=C(COC(=O)c1ccccc1Br)Nc1ccc2[nH]c(=O)[nH]c2c1	11	-5
110	CCCOc1ccccc1NC(=O)c1ccc([N+](=O)[O-])cc1	-6	9
111	O=C(CCc1nc2ccccc2[nH]1)Nc1ccc2c(c1)OCO2	10	7
112	CCOC(=O)C1CCN(C(=O)COC(=O)CNC(=O)c2sc3ccccc3c2Cl)CC1	-6	4
